Source: PubChem BioAssay
CHRM1 agonist – agonists of human M1 muscarinic receptor | AID 588814 | P11229 | CHO-K1 hM1, Fluo-8 calcium fluorescence, agonist mode; 0% DMSO, 100% acetylcholine EC100 | 0.33% of 360,000 active | activation, % at 3 µM;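 active = activation above the run's mean compound activation plus 3 SD, cut at about 16% in these data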;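 note: peak over basal fluorescence ratio within a 140 s kinetic read after compound addition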
Target sequence (P11229 whole entry, looked up): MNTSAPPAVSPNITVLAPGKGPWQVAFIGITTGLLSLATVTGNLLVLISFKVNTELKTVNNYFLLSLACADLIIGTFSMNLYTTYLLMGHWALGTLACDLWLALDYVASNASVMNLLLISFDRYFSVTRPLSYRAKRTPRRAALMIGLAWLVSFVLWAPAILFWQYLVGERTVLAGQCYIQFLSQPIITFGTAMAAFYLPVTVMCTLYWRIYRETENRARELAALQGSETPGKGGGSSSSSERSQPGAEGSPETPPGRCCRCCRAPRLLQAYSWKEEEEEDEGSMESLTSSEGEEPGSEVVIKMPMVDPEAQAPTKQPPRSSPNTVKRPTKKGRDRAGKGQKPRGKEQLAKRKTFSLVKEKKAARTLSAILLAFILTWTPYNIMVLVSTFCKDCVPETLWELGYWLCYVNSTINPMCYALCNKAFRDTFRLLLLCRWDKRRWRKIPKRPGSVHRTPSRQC
CHRM1 antagonist – human CHRM1 antagonism; P11229; CHO-K1 hM1, Fluo-8 calcium fluorescence, ACh EC80 antagonist; inhibition, % at 3 µM; 1.3% of 360,000 active;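 active = percent inhibition above its own plate's cutoff, namely the mean of that plate's compound wells plus 3 SD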;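 note: peak over basal fluorescence ratio during 140 s after agonist addition; 0% = ACh EC80 plus DMSO and 100% = DMSO alone without agonist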
OXTR potentiator – potentiates the human oxytocin receptor response; 0.061% of 320,000 active; P30559; activation, % at 3 µM; CHO-OTR cells, Fluo-8 calcium fluorescence, potentiator mode; 0% = oxytocin EC15, 100% = EC100;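 active = activation above that plate's cutoff, the mean activation of tested compounds plus 3 SD, cut at about 6.6% in these data, passing the limit was not always enough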;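 note: 100% uses oxytocin at 75 nM as the full agonist control; some results filed as inactive read as strong as hits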
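Dosing: Single dose, 3.0 µM nominal final compound concentration | Material: Human OTR in CHO cells | Technique: Kinetic Fluo-8 calcium fluorescence | Benchmarks: EC15 oxytocin alone as 0%, 75 nM oxytocin as 100% | Probe or stimulus: Oxytocin at about EC15, sub-maximal agonist stimulus | Incubation: Compound 6 min at room temperature before oxytocin, 100 s read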
M1 ag parental – M1 agonist counterscreen hit in parental CHO-K1 cells | Fluo-8 calcium fluorescence; scaled to maximal ATP response, vehicle zero | activation, % at 3 µM | 0.48% of 360,000 active | AID 602248; in the data active = activation above about 15%;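 note: untransfected CHO-K1 host cells lacking M1 receptor as counterscreen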
CHO parental Ca – counter-screen for OX1R antagonists: effect in parental CHO cells | 0.63% of 330,000 active | inhibition, % at 5.6 µM | parental CHO-K1, ATP-induced calcium, Fluo-8 fluorescence;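 active = inhibition above that plate's mean sample inhibition plus 3 SD, cut at about 26% in these data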;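 note: 0% = ATP-challenged DMSO wells and 100% = DMSO wells without ATP; some compounds past the cut are filed as inactive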
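Test system: untransfected parental CHO cell line. Compound: one dose, 5.6 µM nominal. Detection: intracellular calcium via Fluo-8 no-wash fluorescent dye. Measure: % inhibition. Benchmarks: ATP-challenged DMSO wells low, unchallenged DMSO wells high.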
CHO-K1 Ca antag – counter-screen for M1 antagonists: effect in parental CHO-K1 cells; inhibition, % at 3 µM; ATP-induced calcium, Fluo-8 fluorescence; 0.6% of 360,000 active;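 active = inhibition above a per-plate cutoff, the plate's mean sample inhibition plus 3 SD, cut at about 24% in these data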;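 note: 0% = DMSO plus EC80 ATP and 100% = DMSO alone without ATP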
CHRM1 PAM – positive allosteric modulators of human M1 muscarinic receptor; P11229; CHO-K1 hM1, Fluo-8 calcium fluorescence, ACh EC20; 0% = ACh EC20, 100% = maximal ACh; activation, % at 3 µM; 0.088% of 360,000 active; in the data active = activation above about 19%, passing the limit was not always enough
M4 ag – agonists of human muscarinic M4 receptor (CHRM4). P08173. CHO-K1 hM4/Gqi5, Fluo-8 calcium fluorescence; vehicle 0%, full acetylcholine response 100%. activation, % at 3 µM. 0.14% of 360,000 active;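 active = activation above the run mean over all test wells plus 3 SD, cut at about 32% in these data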;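 note: peak over basal fluorescence ratio per well then scaled between controls; 0% = DMSO wells and 100% = acetylcholine at EC100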
Target sequence (P08173 whole entry, looked up): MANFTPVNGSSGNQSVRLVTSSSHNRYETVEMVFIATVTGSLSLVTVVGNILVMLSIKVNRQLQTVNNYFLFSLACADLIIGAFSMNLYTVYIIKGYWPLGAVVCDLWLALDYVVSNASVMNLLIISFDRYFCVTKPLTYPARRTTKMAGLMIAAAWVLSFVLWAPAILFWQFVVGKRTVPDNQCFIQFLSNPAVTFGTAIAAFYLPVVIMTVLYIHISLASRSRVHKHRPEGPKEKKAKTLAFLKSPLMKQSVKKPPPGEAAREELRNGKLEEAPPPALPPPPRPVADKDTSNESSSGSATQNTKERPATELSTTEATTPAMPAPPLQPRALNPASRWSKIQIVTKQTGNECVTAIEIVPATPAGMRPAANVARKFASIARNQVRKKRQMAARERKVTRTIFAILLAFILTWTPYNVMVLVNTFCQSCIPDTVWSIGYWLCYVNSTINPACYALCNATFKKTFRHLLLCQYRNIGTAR
M4 antag – CHRM4 antagonism in calcium assay. AID 624125. 0.73% of 360,000 active. CHO-hM4 cells, ACh EC80, Fluo-8 calcium fluorescence. P08173. inhibition, % at 3 µM;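 active = inhibition above its plate's cutoff, the mean inhibition of sample wells plus 3 SD, cut at about 27% in these data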;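 note: 0% = acetylcholine EC80 with DMSO and 100% = DMSO without agonist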
Starred values were filed as active, the others as inactive; . = not tested or not shown.

Below each compound: M1 ag parental, OXTR potentiator, M4 antag, M4 ag, CHRM1 antagonist, CHO-K1 Ca antag, CHO parental Ca, CHRM1 PAM, CHRM1 agonist
Cn1nnnc1SCC(=O)NC1CCCCC1
→ 0.9, -12.5, 9.0, 0.7, 3.6, -8.2, -2.5, 3.9, -2.5
Cc1cc(=O)c2c(C)nn(-c3ccccc3)c2[nH]1
→ 0.6, -1.9, -6.0, 0.9, -9.8, 2.1, -0.5, 2.5, -1.7
COc1ccc(NC(=O)CSCC(=O)Nc2ccc(S(=O)(=O)N3CCCCC3)cc2)cc1
→ 1.6, -6.6, 10.0, 3.8, 0.6, -0.3, -25.8, 1.3, -3.2
COc1cc(NC(=O)c2ccc3c(SCC(=O)O)c4c(nc3c2)CCCC4)cc(OC)c1OC
→ 0.6, 2.3, 5.6, -0.1, -21.1, -10.7, 2.7, 13.6, -0.7
Cc1cc2[nH]c(=S)[nH]c2cc1C
→ 0.0, -2.7, 1.8, 1.5, 0.9, 23.5, -19.3, 8.7, -1.0
COc1ccc(NC(=O)N2CCN(C(=O)C3CCCO3)CC2)cc1 (stereo unspecified)
→ 0.9, -6.1, -3.0, 1.0, -4.6, -5.3, -6.2, 7.0, -0.3
CCN(C(=O)CN(C)Cc1cccc(Cl)c1Cl)c1c(N)n(Cc2ccccc2)c(=O)[nH]c1=O
→ 0.5, 2.9, -2.8, 0.2, -13.8, -12.8, -11.0, 5.9, -9.9
CCOc1nc(-c2ccccc2Cl)ccc1C#N
→ -0.5, -4.3, -6.4, -3.8, -3.9, -12.5, -9.2, -4.1, -6.7
COc1ccccc1N1CCN(C(=O)c2cccc(N3C(=O)C4C5C=CC(C5)C4C3=O)c2)CC1 (stereo unspecified)
→ 2.9, -8.8, -14.8, 3.5, -3.4, -22.2, -14.3, 8.7, -0.1
Cc1noc(C)c1C(=O)Nc1sc(C)c(C)c1C#N
→ 1.3, -6.4, 1.2, 2.6, -4.0, -29.3, -14.6, 6.5, 1.5
Cn1c(=O)[nH]c2ncn(C)c2c1=O
→ 0.5, -8.2, -7.2, 0.5, -26.0, -8.9, 3.3, 1.9, 2.2
CCc1nc2cc(NC(=O)C3(C)CCCN(C(C)C)C3)ccc2o1 (stereo unspecified)
→ 0.2, ., -6.2, 0.2, -17.4, -7.4, ., 10.0, -8.9
Cn1cc(S(=O)(=O)NCc2ccc3c(c2)OCO3)c(C(F)(F)F)n1
→ 0.8, -5.1, 3.7, 0.5, 8.0, 22.2, 0.1, -1.0, -2.2
CCCCOC(=O)n1c(=O)oc2ccccc21
→ 0.0, -10.4, 8.0, 0.0, 0.7, 1.6, -6.5, -2.5, -2.3
CSc1nc2c(c(=O)[nH]1)C(c1ccccc1)C1=C(CC(C)(C)CC1=O)N2 (stereo unspecified)
→ 4.1, -5.0, 2.1, 13.7, 6.9, -4.8, -11.1, -8.0, -4.6
Cc1ccc2cc(CN(Cc3ccco3)C(=O)NCc3ccccc3)c(=O)[nH]c2c1C
→ 1.8, -4.8, 4.2, 3.2, 5.1, 1.8, -31.7, 4.6, -3.2
CCC(C)Nc1nc(N)c([N+](=O)[O-])c(NCc2ccccc2)n1 (stereo unspecified)
→ -1.1, ., -12.5, -1.1, -13.3, -17.0, ., 7.4, -9.9
Cc1cc(SCC(=O)N2CCCC2)nc2ccccc12
→ -0.5, -1.1, 24.3, 0.1, 4.4, 3.3, -12.4, 1.4, -1.1
COc1cc(C)nc(NCc2ccccc2)n1
→ 0.0, -13.3, -14.1, 0.1, -0.2, -3.5, -7.9, 4.2, -4.0
O=C1c2ccccc2C(=O)N1CCSc1nnc(-c2ccco2)n1Cc1ccccc1
→ 3.4, -1.8, -4.5, 4.5, -5.8, -9.9, -19.5, 6.3, -3.5

Following part
Below each compound: M1 ag parental, OXTR potentiator, M4 antag, M4 ag, CHRM1 antagonist, CHO-K1 Ca antag, CHO parental Ca, CHRM1 PAM, CHRM1 agonist
CCCCN(C(=O)CCC(=O)Nc1cc(C)on1)C(C(=O)NC(C)(C)CC)c1cccc(OC)c1OC (stereo unspecified)
→ -1.0, -0.7, 6.0, -1.0, -9.6, -13.9, -18.6, 10.5, -0.6
CCOC(=O)c1c(/N=C/c2cccc(C)c2O)sc2c1CCN(C)C2
→ -0.1, -8.1, 9.7, -0.3, -13.3, 7.0, -8.3, 1.0, -12.4
O=C1c2oc3ccc(Br)cc3c(=O)c2C(c2cccc(F)c2)N1CCO (stereo unspecified)
→ 0.0, -15.8, 3.8, 1.8, -10.9, 14.3, -7.1, 2.8, -5.9
CC1CCCCN1C(=O)Cn1cc(C=O)c2ccccc21 (stereo unspecified)
→ 0.1, -1.6, 0.8, 1.5, -14.7, -0.3, -1.9, 9.1, -5.3
Fc1ccc(Cl)cc1/C=N/n1cnnc1SCc1ccccc1
→ 0.0, -2.5, 8.7, -1.0, -7.8, 3.1, -18.5, 4.9, -3.5
COc1ccc(NC(=O)NNC(=O)C(C)Oc2ccc3ccccc3c2)cc1 (stereo unspecified)
→ 1.2, ., -0.3, 1.8, -5.7, -6.5, ., 4.8, 1.5
COc1ccc(NS(=O)(=O)c2cccc(C(=O)NNC(=O)CNC(=O)c3cccc(C)c3)c2)cc1
→ -0.1, -1.3, 6.1, 1.4, 14.3, 11.6, -14.3, -4.7, -0.4
CC(C)(C)c1cc(NC(=O)c2c(F)cccc2Cl)n(-c2ccccc2)n1
→ 0.4, -1.5, -1.5, 4.0, -5.8, -8.7, 4.5, 1.4, -5.0
CCCCC(c1nnnn1CC1CCCO1)N1CCN(c2ccccc2)CC1 (stereo unspecified)
→ 3.8, -12.5, -1.0, 1.9, -10.7, -17.5, -5.6, 12.6, 0.3
O=S(=O)(c1ccc(Br)cc1)c1cnc2ccccc2n1
→ 1.0, 5.9, 3.6, 0.8, -6.8, -4.0, -12.1, 6.5, -6.0
CCOC(=O)[C@]12CCC=C1N(Cc1ccc(Cl)cc1Cl)C(=O)[C@H](CC(=O)N1CCC(c3ccccc3)CC1)C2
→ 0.7, ., 1.8, -1.2, ., -14.4, ., ., .
COc1cc(C2C(C(C)=O)=C(O)C(=O)N2CCc2c[nH]c3ccccc23)ccc1O (stereo unspecified)
→ 0.0, -5.6, 20.2, -0.2, 3.1, 11.3, -7.7, 0.7, -2.4
CCOC(=O)C1(Cc2cccc(F)c2)CCN(Cc2nc(CC)[nH]c2C)CC1
→ 0.0, -10.9, 3.7, 0.8, 3.4, -1.3, -15.1, -3.5, -13.6
Cc1ccc(-c2nn(-c3ccccn3)c(=O)c3ccccc23)cc1
→ -0.7, 1.2, 7.0, -0.4, -14.7, -1.8, 6.0, 11.7, -1.7
COC(=O)CSC1=C(C#N)C(c2ccc(F)cc2)CC(=O)N1 (stereo unspecified)
→ -0.1, -1.2, -7.5, 1.5, -3.2, -0.2, 0.4, 4.5, -5.1
O=C(NCCc1c[nH]c2ccccc12)c1cnccn1
→ 1.2, -7.0, 0.1, 2.1, -15.9, -11.1, 14.2, 11.8, -4.2
Nc1c(Cl)ncnc1N1CCCC1
→ 0.2, -9.2, 2.1, 1.6, -20.3, -9.0, -9.3, 15.2, 0.3
COc1cccc(OC)c1C(=O)n1nc(C)cc1C
→ 0.5, -7.1, -3.3, 0.8, -2.8, 1.3, -3.4, 5.1, -2.7
CC1CCCN(c2ccc(F)cc2N)C1 (stereo unspecified)
→ 0.7, 2.4, 0.6, 2.3, 10.9, -15.3, 0.4, -7.3, -7.8
Cc1cc(C)cc(OCC(=O)Nc2ccc(CN3CCCCC3)cc2)c1
→ 1.4, 5.9, -15.5, 1.1, 32.9, -9.4, -14.8, -17.8, -6.6

Going on with the list.
Below each compound: M1 ag parental, OXTR potentiator, M4 antag, M4 ag, CHRM1 antagonist, CHO-K1 Ca antag, CHO parental Ca, CHRM1 PAM, CHRM1 agonist
CCOCCCN(C(=O)Nc1ccc(CC)cc1)C1CCN(C(C)=O)CC1
→ 0.8, -3.4, 4.2, 0.2, -23.6, -8.9, -6.0, 7.9, -4.5
Cc1cc2c(cc1S(=O)(=O)Nc1ccc(F)cc1)n(C)c(=O)c(=O)n2C
→ 0.2, -2.9, -3.8, 0.8, -2.5, -2.4, -2.1, 4.2, -1.4
CCc1n(CC(O)COCc2ccccc2)c2ccccc2[n+]1C (stereo unspecified)
→ 0.9, -14.0, 1.4, 0.0, 1.4, -4.5, -2.8, 3.5, -6.7
CC1(C(=O)NS(=O)(=O)C2CC2)CCCN(C(=O)c2cccs2)C1 (stereo unspecified)
→ -0.2, ., -24.0, 0.1, -7.8, -1.5, ., 7.7, -1.3
Cc1ccccc1NC(=O)CSc1nc2ccc(Nc3nc(N4CCOCC4)nc(N4CCOCC4)n3)cc2s1
→ 0.0, ., -1.5, 2.6, -0.5, -5.6, ., 2.5, -3.7
Cc1nc2c(sc3nc4c(cc32)COC(C)(C)C4)c(=O)o1
→ 0.6, -6.2, 10.6, 0.8, 15.6, -31.8, -6.2, -9.7, -1.9
CC(C)Sc1nc(N)c2c3c(sc2n1)CN(C)CC3
→ 0.2, -13.9, 5.7, 0.8, 11.7, -3.1, 0.2, -2.2, -5.6
O=C(CN1C(=O)NC2(CCCC2)C1=O)NCCN1C(=O)S/C(=C\c2ccccc2F)C1=O
→ 0.4, -17.7, 4.2, 6.5, 6.6, 5.9, -21.7, -3.7, -3.9
COc1ccc(-n2nc(C(=O)NCC(=O)Nc3cc(OC)ccc3OC)c3ccccc3c2=O)cc1
→ 4.3, -6.7, -4.7, 15.5, 16.9, 9.2, -1.2, -11.6, -1.7
CCCCOc1cccc(C(=O)N(Cc2ccccc2)C2CCS(=O)(=O)C2)c1 (stereo unspecified)
→ 2.0, -11.7, -3.7, 4.2, -15.5, -18.0, -19.1, 15.0, -4.1
Cc1ccc(CNC(=O)CCc2c(C)nn(-c3ccc(N4CCOCC4)nn3)c2C)cc1
→ 4.5, -12.2, -0.3, 15.2, 1.6, -10.6, -13.1, -2.6, -0.9
Brc1ccccc1-c1nc2c3ccccc3ncn2n1
→ 2.9, -4.6, 7.8, 6.2, 1.9, -12.3, -30.0, -0.6, -1.9
Cc1ccc(C)c(NC(=O)N2CCCCCC2)c1
→ -0.3, 0.8, 12.5, -0.7, -4.6, -3.9, -5.4, 1.9, -3.5
O=S(=O)(c1ccc(Cl)cc1)N1CCN(Cc2c[nH]c3ccccc23)CC1
→ 0.8, -2.8, 1.6, 10.8, 0.0, -8.5, -6.2, -12.3, -6.0
CN(CC(=O)Nc1ccc(F)cc1)CC(=O)N(C)C1(C#N)CCCCC1
→ 0.4, -1.7, -2.0, 2.4, -8.9, 12.8, -17.9, 8.1, -0.1
c1ccc(Cn2ccnc2C2OCCO2)cc1
→ 1.1, ., -3.0, 1.8, -15.5, -8.8, ., 9.2, 0.5
Cc1ccc(OCc2cc(C(=O)N(C)Cc3cc(C4CC4)n[nH]3)no2)cc1C
→ 7.2, -8.4, -7.4, 7.7, -5.9, -5.2, -11.8, 3.4, 0.9
N#Cc1ccccc1S(=O)(=O)N1CCC(C(=O)Nc2cccc(C(=O)NC3CC3)c2)CC1
→ 1.9, ., -5.9, 3.1, -18.5, -15.7, ., 11.1, -1.3
Cc1nnc2n(-c3ccccc3)c(=O)c3c4c(sc3n12)COC(C)(C)C4
→ -0.2, -7.6, 1.2, 0.0, -12.5, -1.0, -15.5, 0.2, -7.4

No enrichment for hits; 2.9% or so of the library scored in one or more.
